# Compound activity as filed in PubChem BioAssay.
# Pf growth 48h – P. falciparum growth inhibition at 48 hours (one generation); Potency, µM (doses to about 28.7 µM), for the others: top-dose activity change, negative = inhibition, hits mostly inhibitors; P. falciparum luciferase growth in erythrocytes, 48 h; actives 5.9% (n = 310,000)
#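 Parasite viability was followed by luminescence of a genomically integrated firefly luciferase. Cultures held 0.1% parasitemia at 2% hematocrit (final), incubated under 5% CO2 at 37 C.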
# Tb PYK inh – inhibitors of Trypanosoma brucei pyruvate kinase; Potency, µM (series often up to 76.8 µM), without a hit: at the highest dose activity, negative = inhibition, hits mostly inhibitors; actives 0.12% (n = 410,000); Q57TT1; TbPYK enzyme, Kinase-Glo Plus ATP luminescence, 45 min; note: nearly all actives have a fitted effect of over 50% in size
#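 Quantitative HTS: titrated library compounds versus trypanosomal pyruvate kinase in TEA buffer (pH 7.2) containing KCl, MgCl2, BSA and Tween-20. Reactions were initiated with ADP, 130 uM final. Kinase-Glo Plus luminescence was read after 45 min at RT.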
# LmPK inhibitor – LmPK (Leishmania mexicana) enzyme inhibition | purified LmPK, Kinase-Glo ATP luminescence, 1 h | Potency, µM (doses to about 57.5 µM), without a hit: at the highest dose activity change, negative = inhibition, usual class: inhibitors | actives 0.37% (n = 290,000) | AID 1721
# Target sequence (Q27686 whole entry, looked up): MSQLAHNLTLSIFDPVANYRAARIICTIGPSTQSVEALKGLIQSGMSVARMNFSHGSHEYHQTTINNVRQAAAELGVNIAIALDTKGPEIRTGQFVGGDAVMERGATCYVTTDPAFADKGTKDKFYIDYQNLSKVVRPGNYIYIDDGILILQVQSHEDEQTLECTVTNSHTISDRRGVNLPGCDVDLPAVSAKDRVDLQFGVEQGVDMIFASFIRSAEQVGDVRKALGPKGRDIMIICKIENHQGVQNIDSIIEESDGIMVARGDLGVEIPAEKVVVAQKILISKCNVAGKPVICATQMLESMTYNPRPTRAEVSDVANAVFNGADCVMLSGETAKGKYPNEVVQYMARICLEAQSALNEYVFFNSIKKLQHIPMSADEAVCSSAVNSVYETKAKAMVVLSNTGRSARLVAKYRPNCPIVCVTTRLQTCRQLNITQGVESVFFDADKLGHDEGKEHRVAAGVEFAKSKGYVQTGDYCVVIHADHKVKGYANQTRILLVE
#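 Screened at intermediate enzyme activity to detect both inhibitors and activators: LmPK at 0.1 nM, with a 0.5 nM enzyme column as activation reference. PEP 0.5 mM, ADP 0.1 mM; ATP detected by luminescence after 1 h.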
# HCV inh – blocks hepatitis C virus; Huh7.5.1 HCVcc-Cre infection, luciferase reporter, 44 h; AID 651820; Potency, µM (titrated, usually from 41.8 µM), for the others: at the top dose activity change, negative = inhibition, actives largely listed as inhibitors; actives 3.4% (n = 340,000)
#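 Cells (1,000/well) were plated 4 h before compound, then infected with HCVcc-Cre virus (~0.5 moi). After 44 h further culture, infection was read as luciferase luminescence following a 15 min substrate incubation at room temperature.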
# Pf growth 96h – P. falciparum growth inhibition at 96 hour, primary screen for plastid delayed-death inhibitors | P. falciparum luciferase reporter growth, 96 h | actives 6.9% (n = 320,000) | Potency, µM (top dose mostly 28.7 µM), for the others: at the highest dose activity change, negative = inhibition, actives largely listed as inhibitors
#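 Delayed-death screen, second-generation endpoint: infected erythrocytes, 2% hematocrit, 0.05% parasitemia final; 96 hours at 37 C, 5% CO2; luciferase detection reagent; luminescence decrease equals reduced growth.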
# Sm TGR inh – blocks Schistosoma mansoni thioredoxin glutathione reductase; purified TGR, DTNB reduction, TNB absorbance 405 nm; Potency, µM (titrated, usually from 114 µM), for the others: at the top dose activity change, negative = inhibition, most hits filed as inhibitors; AID 485364; Q962Y6; actives 3% (n = 360,000); note: nearly all actives have a fitted effect of over 60% in size
#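 Kinetic colorimetric format: TGR-catalysed, NADPH-driven DTNB reduction monitored via TNB absorbance. Enzyme dispensed at 20 nM; compound exposure 15 min at room temperature before reaction start.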
# Active calls of the source: *; ? = inconclusive; . = not tested or not shown; & = joins results of further samples; [ ] = dose if it differs, or a comment. Calls come from the whole dose curve; as a rule, active = well fitted curve in the direction sought with a large enough effect; inconclusive = small, poorly fitted or top-dose-only effect, or another doubt; inactive = no such curve, though single readings can be large; an effect the other way counts as inactive or inconclusive. % is set by controls: 0 for no effect and ±100 for the full control effect; potency is the fitted concentration of half-maximal effect. This is a random part of the collection (roughly 16% active in at least one column).
canonical_smiles,Pf growth 48h,Tb PYK inh,LmPK inhibitor,HCV inh,Pf growth 96h,Sm TGR inh
CCCCC(O)(C(NC=O)C(=O)OC)C(F)(F)F (centres undefined),32%[activator],-4%,-4%,11%,?,0%
COc1ccc([C@H]2CC(=O)C=C(c3cc(Cl)ccc3C)C2)cc1,1%,4%,.,-22%,?,2%
CN(C)/C=C/c1oc2ccc(O)cc2c1[N+](=O)[O-],54%[activator],-12%,-11%,-28%,39%[activator],-10%
O=C(COC(=O)c1cc(S(=O)(=O)N2CCOCC2)ccc1F)NCc1ccco1,54%[activator],-4%,0%,18%,?,45µM*
CCN(C(=O)CSc1nc(C2CC2)n(-c2ccccc2)n1)C1CCS(=O)(=O)C1 (centres undefined),9%,-10%,.,12%,4%,3%
CN(CCC1CCCCO1)Cc1cn(C)nc1-c1ccc2c(c1)OCCO2 (centres undefined),10%,-6%,2%,0%,3%,-11%
Cc1ccc(C(=O)OC(C(=O)O)C(OC(=O)c2ccc(C)cc2)C(=O)O)cc1 (centres undefined),?,2%,.,13%,-14%,-3%
COc1ccc(CCN2CCCn3c2nc2c3c(=O)n(CC(N)=O)c(=O)n2C)cc1OC,12%,1%,0%,-5%,9%,-14%
CCC1=NN(C(=O)c2ccc(Cl)cc2)C(O)(c2ccc(C)cc2)C1 (centres undefined),-22%,-5%,-6%,?,-57%,0%
CCC(C)C(NC(=O)OC(C)(C)C)C(=O)NC(C(=O)N1CCCC1C(N)=O)C(C)CC (centres undefined),-8%,3%,10%,3%,.,-3%
COc1ccc(N2CCN(C(=O)NC34CC5CC(CC(C5)C3)C4)CC2)cc1,.,-3%,3%,?,5.2µM*,-16%
COc1ncccc1C(=O)NC1CCCc2c1cnn2-c1cc(C)cc(C)c1 (centres undefined),-15%,4%,10%,-21%,12%,-1%
COc1cccc(NC(=O)COc2coc(CN3CCc4ccccc4C3)cc2=O)c1,20%,1%,.,-3%,?,-3%
O=C(Nc1ccccc1)C1COc2ccccc2O1 (centres undefined),67%[activator],-2%,-4%,11%,39%[activator],-13%
Cc1cnc(NC(=O)Nc2ccc(Cl)cc2)s1,141%[activator],-7%,7%,?,-4%,2%
CC(Sc1nc2ccccc2c(=O)n1CC1CCCO1)C(=O)N(C)Cc1ccccc1 (centres undefined),?,-9%,.,?,10µM*,8%
COCc1c(Br)c(C)nc2sc3c(=O)[nH]nnc3c12,-7%[0.00184 µM],-21%,-1%,9%,16%,-14%
COc1ccccc1-c1ccc(=O)n(CC(=O)NCc2cccs2)n1,42%[activator],-4%,9%,6%,4%,8%
O=C(NCc1ccccc1)C1CCCN(S(=O)(=O)c2cccc3nonc23)C1 (centres undefined),-9%,3%,3%,13%,?,3%
COc1cccc(C(=O)C2CCCN(CC3=Cc4cc(OC)ccc4OC3)C2)c1 (centres undefined),?,-8%,4%,-14%,-15%,-11%
O=C(Cn1nnc2ccccc21)c1ccc([N+](=O)[O-])cc1,18%,1%,2%,5%,13%,-22%
CC(=O)Nc1ccc(S(=O)(=O)NC2(C(F)(F)F)NC(=O)N(CC(C)C)C2=O)cc1 (centres undefined),49%[activator],5%,1%,1%,-2%,-12%
O=C(Nc1ccc(S(=O)(=O)NCC2CCCO2)cc1)c1ccccc1 (centres undefined),-3%,0%,2%,-20%,-14%,14%
CCOC(=O)C(Nc1ccc2ccccc2c1)C(=O)OCC,?,-3%,-2%,24%,?,-24%
CC(CCc1ccccc1)NC(=O)C(=O)c1c[nH]c2ccccc12 (centres undefined),2%,6%,1%,-27%,?,12%
CCOc1ccc2oc(C(=O)NCc3nc4ccccc4[nH]3)c(C)c2c1,32%[activator],-12%,0%,-21%,?,-24%
COc1ccccc1C1/C(=C(\O)c2ccc3c(c2)OCCO3)C(=O)C(=O)N1CCCn1ccnc1 (centres undefined),2%,-2%,0%,1%,7%,-19%
CC(C)c1ccc(NC2CCCN(C(=O)c3cccc(N4CCNC4=O)c3)C2)cc1 (centres undefined),?,6%,-1%,?,82%[activator],-4%
CC(C)CNC(=O)NC(=O)CSc1nc2ccccc2n1CC(C)C,.,-4%,7%,?,?,-4%
COc1cccc(CNC(=O)CN2C(=O)CC(c3ccccc3)=Nc3ccccc32)c1,-7%,4%,4%,-15%,123%[activator],0%
COc1ccc2nc(/N=C(\N)NC(=O)C(C)(C)C)nc(C)c2c1,?,5%,6%,-14%,-27%,10%
CC(=NCCN1CCCCC1)c1c(O)n(-c2ccc(Cl)cc2)c(=O)[nH]c1=O,3%,3%,-1%,7%,0%,-34%
COC(=O)[C@H](Cc1ccccc1)NC(=O)NCc1ccc(S(N)(=O)=O)cc1,2%,5%,-5%,10%,.,11%
COc1cccc(C(=O)CC(=O)C(=O)Nc2cccc([N+](=O)[O-])c2C)c1,52%[activator],-5%,6%,4%,?,0%
O=C(NCc1cccnc1)c1cccc(S(=O)(=O)N2CCCC2)c1,-21%,-1%,4%,-5%,7%,0%
COc1cccc(N(C(=O)Cn2nnc(-c3ccc(C)o3)n2)C(C(=O)NC2CCCC2)c2ccncc2)c1 (centres undefined),?,3%,1%,?,-5%,-13%
CN(C)CCCNc1nc(N)c([N+](=O)[O-])c(NCCO)n1,26%,-6%,3%,6%,38%[activator],1%
N#CC(c1cccc(Cl)c1)c1ccc2c(C(F)(F)F)cc(C(F)(F)F)nc2n1 (centres undefined),?,-20%,-24%,2.8µM*,?,15%
CC(=O)Nc1ccc(S(=O)(=O)Nc2ccccn2)cc1,18%,-9%,-10%,14%,?,3%[57.1 µM]
O=C(Cn1cnc(S(=O)(=O)N2CCCC2)c1)Nc1cccc(F)c1,16%,5%&-5%,-5%,-2%,?,4%&0%
COc1ccc([N+](=O)[O-])cc1NCC(=O)Nc1cc(S(=O)(=O)N2CCCCC2)ccc1C,12µM*,1%,.,11µM*,?,0%
COc1ccc(S(=O)(=O)N[C@@H](Cc2ccc(Cl)cc2)C(=O)N2CC[C@@]3(O)CCCC[C@H]3C2)cc1,?,-1%,2%,9%,?,-21%
O=C(CSc1nnc(-c2ccncc2)o1)Nc1ccc(F)c(F)c1,64%[activator],-9%,.,8%,40%[activator],-9%
Cc1ccc(CNS(=O)(=O)c2cccc3nsnc23)cc1,1%,1%,6%[11.5 µM],23%,?,2%
Cc1ccc(CNC(=O)Cc2cccs2)cc1,56%[activator],-1%,-2%,12%,4%,2%
COc1ccc(/C=C/C(=O)NC(=S)NNC(=O)c2cccnc2)cc1OC,-3%,-12%,-4%,?,30%[activator],3%
Cc1ccccc1-n1c(C)nnc1SCC(=O)N1CC(=O)Nc2ccccc21,-5%,-7%,-1%,19%,-20%,2%
O=C(Nc1cccc(NC(=O)c2ccc(F)cc2)c1)c1ccc(F)cc1,-2%,7%,4%,-17%,22%,12%
CC1=NN(c2ccc(C)cc2C)C(=O)C1C(c1ccccc1)C1C(=O)N(c2ccc(C)cc2C)N=C1C (centres undefined),-10%,-10%,4%,16%,18%,-8%
FC(F)(F)c1cnc(COc2ccc(Cl)cc2Cl)c(Cl)c1,-7%,3%,-4%,-5%,17%,-1%
C[C@@]12CCC=C[C@H]1[C@H](c1ccc3ccccc3c1Br)N(Cc1ccccc1)C2=O,9.3µM*,0%,1%,?,10µM*,-34%
Cc1cc(NC(=O)c2cc(C)on2)no1,17%,-2%,1%,1%,.,2%
CCC(=O)N1CCc2cc(S(=O)(=O)N3CCN(c4ccccc4Cl)CC3)ccc21,?,1%,-1%,9%,?,-7%
O=C1Nc2cc(Cl)c(Cl)cc2N(O)N1c1ccccc1,.,-6%,8%,0%,18%,8%
Cc1ccc(S(=O)(=O)N(C(=N)N)c2nc(N(C)C)nc(N(C)C)n2)cc1,?,.,1%,.,?,74%[activator]
Cc1ccc(C(=O)NNC(=O)c2ccc(NS(=O)(=O)c3cccs3)cc2)o1,-3%,0%,.,16%,17%,8%
Cc1ccc(NC(=O)CSc2nnc3ccc(-c4cccnc4)nn23)cc1,?,-3%,.,9%,?,-12%
C=CCNCCOc1ccc(C(C)(C)c2ccccc2)cc1,-1%,2%,-1%,9%,0%,-5%
CC(C)C(=O)Nc1c2c(nn1-c1ccc([N+](=O)[O-])cc1)CS(=O)(=O)C2,14%,-6%,2%,1%,0%,3%
Clc1ccc(CON/C=N/c2ncnc3sccc23)c(Cl)c1,5%,3%,-1%,?,0%,24%

# The list goes on (7 carried over from the part before).
canonical_smiles,Pf growth 48h,Tb PYK inh,LmPK inhibitor,HCV inh,Pf growth 96h,Sm TGR inh
O=C1Nc2cc(Cl)c(Cl)cc2N(O)N1c1ccccc1,.,-6%,8%,0%,18%,8%
Cc1ccc(S(=O)(=O)N(C(=N)N)c2nc(N(C)C)nc(N(C)C)n2)cc1,?,.,1%,.,?,74%[activator]
Cc1ccc(C(=O)NNC(=O)c2ccc(NS(=O)(=O)c3cccs3)cc2)o1,-3%,0%,.,16%,17%,8%
Cc1ccc(NC(=O)CSc2nnc3ccc(-c4cccnc4)nn23)cc1,?,-3%,.,9%,?,-12%
C=CCNCCOc1ccc(C(C)(C)c2ccccc2)cc1,-1%,2%,-1%,9%,0%,-5%
CC(C)C(=O)Nc1c2c(nn1-c1ccc([N+](=O)[O-])cc1)CS(=O)(=O)C2,14%,-6%,2%,1%,0%,3%
Clc1ccc(CON/C=N/c2ncnc3sccc23)c(Cl)c1,5%,3%,-1%,?,0%,24%
Cc1[nH]n(C(N)=S)c(=O)c1N=Nc1cc(C(F)(F)F)ccc1Cl,2%,3%,0%,4%,?,-11%
O=S(=O)(Nc1ccc(Cl)c(Cl)c1)N1CCOCC1,7%,-13%,0%,24%,4.7µM*,1%
CCCC(C(=O)NC1CCCCC1)N(CC1CCCO1)C(=O)CNS(=O)(=O)c1ccc(F)cc1 (centres undefined),?,-7%,1%,4%,?,-21%
CSc1ccc(Cl)c(C(=O)Nc2ccc(OCC(N)=O)cc2)c1,-1%,-4%,0%,15%,54%[activator],2%
CCCOn1nnnc1-c1ccccc1,6%,-8%,3%,-12%,?,1%
CCCN1CCN(CCCNC(=O)C2CCN(c3nnc(-n4cccc4)s3)CC2)CC1,?,0%,-8%,?,-9%,0%
COc1ccc(C(=O)OCC(=O)N(C)C2CCS(=O)(=O)C2)cc1S(=O)(=O)N(C)Cc1ccccc1 (centres undefined),-9%,0%,.,1%,?,1%
COc1ccc(CSc2nnc(N)s2)cc1F,38%[activator],8%,1%,7%,?,-3%
C/C(N)=C(/C#N)C(=O)COc1ncnc2ccc(Br)cc12,32%[activator],-1%,1%,5%,32%[activator],-32%
CCOC(=O)c1sc(N(Cc2ccccc2)C(=O)COC(=O)c2ccc(O)cc2)nc1C,?,3%,-2%,?,?,-2%
COc1ccc(C2=NCCc3cc(OC)c(OC)cc32)cc1,-10%,0%,1%,-13%,12%,5%
Oc1ccc(/C=N/N2CCOCC2)c(O)c1O,-4%,?,-3%,28%,9%,14%
